IP6K1 inhibitor: blocks human inositol hexakisphosphate kinase 1 | IP6K1 kinase, ADP-Glo luminescence, 2 h; hits give low values | activity change, % (series mostly up to about 58 µM) | hit rate 0.81% among 140,000 | AID 1645851; in the data active = activity change below about -25%
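ADP-Glo luminescence measures ADP made by human IP6K1 during a 2 h RT reaction with ATP/IP6 (mix at 1.3 mM/130 uM); top library doses 57.5 and 19.1 uM final.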
SNCA expr inhib: reduces expression of the alpha-synuclein gene. HEK-293 SNCA-luciferase knock-in, luminescence, 24 h. Potency, µM (series often up to 57.2 µM), without a hit: top-dose activity change, negative = inhibition, most hits filed as inhibitors. hit rate 0.17% among 140,000. AID 1671194;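 also: potency is read from the fitted curve at half-maximal effect; plate controls were DMSO cells for no effect and cell-free wells for full effect; nearly all actives have a fitted effect of over 45% in size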
HEK cytotox: cytotoxic compounds in HEK 293 cells. AID 1345083. HEK 293 viability, ATP luminescence (CellTiter-Glo), 48-72 h. hit rate 6.6% among 94,000. Potency, µM (highest dose often 115 µM), for the others: top-dose activity change, negative = cytotoxicity, actives largely listed as inhibitors; also: potency is read from the fitted curve at half-maximal effect; nearly all actives have a fitted effect of over 60% in size
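ATP-coupled CellTiter-Glo luminescence served as viability read-out, recorded 10 min after reagent addition at room temperature. HEK 293 cells, 250 cells/well, had been incubated with pintool-transferred compound for 48 or 72 hr at 37 degree Celsius.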
FLuc inh: Photinus pyralis luciferase inhibition; purified P. pyralis luciferase, luminescence, biochemical; Potency, µM (highest dose often 115 µM), for inactives: at the highest dose activity change, negative = inhibition, hits mostly inhibitors; hit rate 2.5% among 76,000; AID 1347043; also: potency is read from the fitted curve at half-maximal effect; nearly all actives have a fitted effect of over 65% in size
Target sequence (P08659 whole entry, looked up): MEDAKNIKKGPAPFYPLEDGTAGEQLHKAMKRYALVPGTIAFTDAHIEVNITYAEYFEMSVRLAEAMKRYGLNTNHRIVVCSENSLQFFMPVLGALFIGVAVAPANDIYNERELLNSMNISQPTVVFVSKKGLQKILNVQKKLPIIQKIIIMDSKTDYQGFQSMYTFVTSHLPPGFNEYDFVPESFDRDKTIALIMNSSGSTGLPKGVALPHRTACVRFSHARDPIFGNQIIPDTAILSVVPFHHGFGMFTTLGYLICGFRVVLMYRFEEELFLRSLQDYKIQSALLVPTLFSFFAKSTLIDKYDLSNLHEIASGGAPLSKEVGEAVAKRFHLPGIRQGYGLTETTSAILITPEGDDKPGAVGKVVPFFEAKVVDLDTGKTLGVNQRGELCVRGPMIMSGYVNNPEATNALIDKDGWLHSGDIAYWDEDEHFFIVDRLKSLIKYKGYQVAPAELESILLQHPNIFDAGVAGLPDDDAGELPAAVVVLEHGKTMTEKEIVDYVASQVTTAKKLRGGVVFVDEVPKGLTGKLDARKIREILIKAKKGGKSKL
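Luminescence read by CCD imaging after purified firefly luciferase (10nM final) was added to substrate buffer holding 10uM D-luciferin and 10uM ATP, pH 7.5, pre-dosed with compound.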
SNCA viab count: cell viability loss counter-screen | HEK-293-SNCA-luc viability, GF-AFC fluorescence, 24 h | Potency, µM (series often up to 57.1 µM), for the others: at the highest dose activity change, negative = cytotoxicity, most hits filed as cytotoxic | hit rate 0.12% among 150,000 | AID 1671193;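 also: potency is read from the fitted curve at half-maximal effect; 0% = DMSO-treated cells and -100% = medium-only wells without cells; nearly all actives have a fitted effect of over 30% in size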
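HEK-293-SNCA-luc cells (1500/well) plated 24 h, then exposed 24 h to a dilution series; GF-AFC added 30 min at 37C, fluorescence 405/540 nm; normalised to medium-only and DMSO wells, Hill fit.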
GPT2 inhibitor: inhibitors of human GPT2 alanine aminotransferase; Potency, µM (titrated, usually from 57.7 µM), inactives show top-dose activity change, negative = inhibition, hits mostly inhibitors; Q8TD30; hit rate 0.25% among 100,000; Recombinant GPT2, coupled pyruvate oxidase/HRP Amplex Red fluorescence; AID 1671188; also: potency is read from the fitted curve at half-maximal effect; nearly all actives have a fitted effect of over 60% in size; many of its hits are not listed in these tables
Target sequence (Q8TD30 whole entry, looked up): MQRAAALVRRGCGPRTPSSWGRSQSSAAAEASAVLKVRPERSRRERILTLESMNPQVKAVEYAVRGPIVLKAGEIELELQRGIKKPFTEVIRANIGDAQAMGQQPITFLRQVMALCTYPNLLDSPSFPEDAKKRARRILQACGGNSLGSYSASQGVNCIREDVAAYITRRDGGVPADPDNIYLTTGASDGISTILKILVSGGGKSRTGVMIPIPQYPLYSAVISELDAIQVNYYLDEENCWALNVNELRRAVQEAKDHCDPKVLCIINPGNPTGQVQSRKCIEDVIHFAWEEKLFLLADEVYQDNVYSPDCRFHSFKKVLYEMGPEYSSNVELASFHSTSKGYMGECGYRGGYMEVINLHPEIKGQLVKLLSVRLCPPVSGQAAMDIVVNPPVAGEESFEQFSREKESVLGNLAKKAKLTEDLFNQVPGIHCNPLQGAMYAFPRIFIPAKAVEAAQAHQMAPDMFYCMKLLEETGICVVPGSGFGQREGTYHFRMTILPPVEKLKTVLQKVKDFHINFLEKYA
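GPT2 10ng/uL, a-KG 250uM, L-Ala 2mM, HEPES pH7.5 + 0.0001% Tween; 30 min RT. Then Amplex mix (PO/HRP/ThPP), 30 min RT dark, fluorescence. AOA 50uM used as positive control.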
3T3 cytotox: kills NIH 3T3 cells; Potency, µM (titrated, usually from 96.7 µM), for inactives: top-dose activity change, negative = cytotoxicity, usual class: inhibitors; hit rate 4.3% among 94,000; NIH 3T3 viability, CellTiter-Glo ATP luminescence, 48-72 h; AID 1345082; also: potency is read from the fitted curve at half-maximal effect; nearly all actives have a fitted effect of over 55% in size
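NIH 3T3 cells at 400 cells/well received 23 nL of compound by pintool and were incubated 48 or 72 h at 37 °C. Viability was read as ATP-coupled CellTiter-Glo luminescence.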
Active calls of the source: *; i = inactive; ? = inconclusive; / = not tested or not shown; [ ] = dose if it differs, or a comment. Unless noted, calls follow the shape of the dose curve; as a rule, active = well fitted curve in the direction sought with a large enough effect; inconclusive = small, poorly fitted or top-dose-only effect, or another doubt; inactive = no such curve, though single readings can be large; an effect the other way counts as inactive or inconclusive. Unless noted, % is scaled to controls: 0 for no effect and ±100 for the full control effect.

SMILES | IP6K1 inhibitor | SNCA expr inhib | HEK cytotox | FLuc inh | SNCA viab count | GPT2 inhibitor | 3T3 cytotox
COc1ccc(CNC(=O)c2cccc(N3CCCS3(=O)=O)c2)cc1OC | -10 | -18% | / | / | 3% | / | /
CN(Cc1ccccc1)C(=O)CC1CCN(C(=O)Cc2ccccc2)C1 (configuration not stated) | 14 | -16% | -17% | / | 4% | i | -26%
CCCCn1c(=O)c(C(=O)NCCOC)nc2cccnc21 | 31 | -11%[87.6 µM] | -1%[172 µM] | / | -7%[87.6 µM] | 1%[88.5 µM] | -24%[138 µM]
COc1ccc(NC(=O)C(Cc2ccccc2)NS(=O)(=O)c2ccc3c(c2)oc(=O)n3C)c(OC)c1 (configuration not stated) | -12 | 0% | / | / | 5% | / | /
O=C(NCCC1=CCCCC1)c1cc2n(n1)CC(c1ccc3c(c1)OCO3)OC2 (configuration not stated) | 10 | 30%[activator] | 71µM* | -15% | 5% | i | ?
O=C(NCc1ccccc1F)c1nc2sccn2c1-c1ccncc1 | 13 | 4% | ? | / | -7% | 4% | ?
CCOC(=O)CNC(=O)N1CCc2cc(S(=O)(=O)N3CCC(C)CC3)ccc21 | 14 | -14% | / | / | 7% | / | /
O=C(NCC1CC1)c1ccc2nnc(C3CCCC3)n2c1 | -2 | -2%[87.6 µM] | 2%[172 µM] | / | -1%[87.6 µM] | i | -9%[138 µM]
CCc1ccccc1NC(=O)CN1C(=O)CCSc2ccc(S(=O)(=O)N3CCCC3)cc21 | -31* | -6% | / | / | -3% | / | /
COc1ccccc1-c1cccc(C(=O)NC(C)Cc2cc(C)[nH]n2)c1 (configuration not stated) | -2 | 13% | ? | -20% | 7% | i | ?
COc1ccc(-c2cnc(Nc3ccccc3)c3c2CCO3)cn1 | -14 | 96%[activator][87.6 µM] | ? | 3.5µM* | -10%[87.6 µM] | i | ?
CCOC(=O)[C@@H]1CN(C(=O)c2ccc(-c3cccs3)s2)[C@H]2c3cccc(F)c3O[C@@H]12 | 16 | / | -30% | / | / | / | ?
CCNC(=O)Cc1ccc(N(Cc2ccccc2)C(=O)c2ccco2)cc1 | -15 | 6% | i | 1% | -4% | 2% | -8%
COc1cccc(-c2cc(C3CCN(C(=O)c4cc(C)ccc4C)CC3)[nH]n2)c1 | 9 | 10% | 40µM* | 17% | -8% | 0% | ?
O=C(c1cccc2[nH]ccc12)N1CCC2(CC1)N=C(c1cccc(Br)c1)NO2 | -8 | -29% | ? | 28% | ? | i | ?
CC1OC(OC2C(C)OC(OC3C(O)C(CO)OC(O[C@H]4CC[C@@]5(C)C(CC[C@]6(C)C5CC=C5C7[C@@H](C)[C@H](C)CC[C@]7(C(=O)O)CC[C@]56C(=O)O)C4(C)C)C3O)C(O)C2O)C(O)C(O)C1O (some centres not stated) | 2 | / | / | / | -10%[12.5 µM] | -4%[17.1 µM] | /
Cc1nc(C2CCCCN2C(=O)c2ccccc2)n[nH]1 (configuration not stated) | -7 | -15% | -7% | -10% | 0% | i | -14%
O=C(c1ccc(CN2C(=O)NC3(CCS(=O)(=O)CC3)C2=O)cc1)N1CCSCC1 | 3 | 9% | 11% | -17% | 6% | -4% | i
Cc1nc([C@H]2CCN(Cc3ccc(C)c(C)c3)C[C@H]2NC(=O)C2CCOCC2)n[nH]1 | -10 | -7% | -3% | / | 1% | -5% | ?
Cc1cc(C)n(-c2cccc(CN(C)C(=O)C3CCC(=O)N(Cc4ccccn4)C3)c2)n1 (configuration not stated) | -2 | -1% | 0% | 0% | -5% | -19% | -1%
Cc1cnc(C(=O)N[C@@H]2CCC[C@@H]2C(=O)NCCCn2cccn2)cn1 | 12 | 3% | -4% | -10% | 2% | i | -5%
c1ccc(O[C@H]2COCCN(CC3CC3)C2)cc1 | 23 | 20%[87.6 µM] | -1%[230 µM] | 5%[230 µM] | -13%[87.6 µM] | 1%[88.5 µM] | 2%[230 µM]
O=C(Nc1ccc(F)c(Cl)c1)N1CCC(CN2CCOCC2)CC1 | 26 | 43%[activator] | / | / | 7% | / | /
CCNC(=O)N[C@H]1CO[C@H]2[C@@H]1OC[C@@H]2Nc1nccc(-c2ccc(OC)cc2)n1 | -7 | -13%[87.6 µM] | ? | 11%[172 µM] | -1%[87.6 µM] | i | ?
CCn1cc(CN2C[C@@H](CO)[C@H](NC(=O)COC)C2)cn1 | -15 | ? | -8% | 7% | ? | 3% | i
Next part.
SMILES | IP6K1 inhibitor | SNCA expr inhib | HEK cytotox | FLuc inh | SNCA viab count | GPT2 inhibitor | 3T3 cytotox
Cn1nnnc1C1CCCN(C(=O)COc2ccccc2)C1 (configuration not stated) | 5 | -5% | -4% | / | 4% | i | -14%
O=C(CN1CCN(Cc2ccc(F)cc2)C1=O)NCc1ccc(F)cc1 | 24 | 18% | / | / | 8% | / | /
COCCN1CC(CNc2nc(CCN)nc3sc(C)c(C)c23)CC1=O (configuration not stated) | -2 | 6% | -3% | 0% | -6% | -5% | i
CCN(c1ccccc1C)S(=O)(=O)c1ccc(N2CCCCS2(=O)=O)cc1 | 3 | 31%[activator] | / | / | 5% | / | /
COC(=O)CNC(=O)c1nc2cccnc2n(-c2ccccc2OC)c1=O | 11 | 4% | i | / | -5% | i | -10%
CCc1ccccc1NC(=O)Cn1c(=O)ccc2cc(S(=O)(=O)N3CCC(C)CC3)ccc21 | -12 | 28% | / | / | 2% | / | /
COc1ccc(OC)c(CN2CCN(Cc3ccccc3F)C(CCO)C2)c1 (configuration not stated) | 16 | -14% | -31% | -2% | -6% | -19% | -24%
Cc1ccc(C(=O)N2C(C(=O)NC(C)C)COC23CCN(C(=O)c2ccccc2F)CC3)cc1 (configuration not stated) | 56 | 8% | -14% | -10% | 7% | -3% | ?
CC(C)(C=O)Cc1cc(C(C)(C)C)c(O)c(C(C)(C)C)c1 | / | -20% | / | / | -2% | -8% | /
NC(=O)C(O[C@@H]1O[C@H](CO[C@@H]2O[C@H](CO)[C@@H](O)[C@H](O)[C@H]2O)[C@@H](O)[C@H](O)[C@H]1O)c1ccccc1 (some centres not stated) | -3 | / | / | / | 5%[23.9 µM] | i | /
O=C1c2c(nc(COc3ccc(F)cc3F)n2Cc2ccccc2)NCCN1CCOc1ccccc1 | -1 | ? | 45µM* | -1% | -19% | -10% | ?
COc1cccc(C(=O)NC2CCN(c3ccnc4ccnn34)C2)c1 (configuration not stated) | 10 | ? | ? | / | -4%[87.6 µM] | -10%[88.5 µM] | -27%[138 µM]
COC(=O)c1cc2oc(C)cc2n1Cc1cccc(Cl)c1 | 2 | -8% | / | / | -10% | / | /
COCCN1C[C@H]2CN(C(=O)c3ccc4c(c3)OCO4)CCN2C1=O | 8 | 6%[87.6 µM] | 1%[172 µM] | -7%[172 µM] | 2%[87.6 µM] | 1%[88.5 µM] | -7%[174 µM]
Cc1c(C(=O)NCc2ccccc2Cl)cccc1-n1cnc2cccnc21 | 19 | 0% | / | / | -1% | / | /
O=C(NC1CCCCC1)c1c[nH]c2ccc(S(=O)(=O)Nc3ccccc3F)cc2c1=O | -23 | 14% | / | / | -3% | / | /
COc1ccccc1-c1cccc(COc2ccc3c(cnn3CC[S+](C)(=O)[O-])c2)c1 | 5 | -25%[87.6 µM] | ? | ? | -29%[87.6 µM] | -12%[88.5 µM] | ?
COc1ccc(CN2C(=O)COC[C@H]2C(=O)N2CCc3ccccc3C2)c(OC)c1 | 0 | -3% | -23% | 0% | -3% | i | -12%
CC(=O)OC1[C@H]2[C@@H](C[C@@H](C)[C@@H]3C=CC(=O)[C@@]13C)OC(=O)[C@@H]2C (some centres not stated) | -3 | / | / | / | ? | 0% | /
O=C(O)CSCC(=O)NC1CCSC1=O (configuration not stated) | 11 | 24%[25.6 µM] | / | / | -18%[23.9 µM] | -6% | /
O=C(Cn1nc2c(cc1=O)CCCCC2)NCCCN1CCOCC1 | -4 | 11% | 3% | 6% | 3% | -4% | i
COc1cccc(C(=O)N2CC(N3C(=O)c4c(c(C)nn4-c4ccccc4)C3C)C2)c1 (configuration not stated) | 16 | / | ? | / | / | / | ?
Cn1nccc1C(=O)N1CCCC(c2noc(COc3ccccc3F)n2)C1 (configuration not stated) | 0 | 2% | -13% | 7% | -7% | 3% | -10%
CC(=O)OCCN1C(=O)c2c(C)nc3ccc(S(=O)(=O)N4CCOCC4)cc3c2C1=O | / | -7% | / | / | -10% | -29% | /
COc1ccccc1CCNc1ncnc2c1nnn2C | -14 | -5% | / | / | -24% | / | /
Following part:
SMILES | IP6K1 inhibitor | SNCA expr inhib | HEK cytotox | FLuc inh | SNCA viab count | GPT2 inhibitor | 3T3 cytotox
Cc1ccc(OCc2nc(C3CCCCN3C(=O)C3CC3)no2)cc1 (configuration not stated) | 0 | 1% | ? | / | 4% | -9% | ?
O=c1ccc(-c2ccccc2)nn1Cc1c(F)cccc1Cl | -8 | 81%[activator] | / | / | 0% | / | /
Cc1ccc(C2Cn3nnc(C(=O)N4CCC(C(=O)NCc5cccc(Cl)c5)CC4)c3CO2)cc1 (configuration not stated) | -25 | 53%[activator] | -16% | 22µM* | -6% | i | -22%
Cc1csc(NC(=O)C2CC(=O)N(c3n[nH]c4cc(Br)ccc34)C2)n1 (configuration not stated) | -1 | -15% | -25% | 4% | -1% | i | ?
COc1ccc(CNC(=O)c2sc3nc4n(c(=O)c3c2C)CCC4)cc1 | -6 | 49%[activator] | / | / | 1% | / | /
Cc1nn(-c2ccccc2)c2c1C(C)N(CC1CN([S+](C)(=O)[O-])C1)C2=O (configuration not stated) | 14 | / | -19% | / | / | / | -19%
COc1ccccc1-c1nc(-c2ccc(Br)o2)no1 | 1 | -23% | / | / | -4% | / | /
CCOc1ccc(-c2cc(C(=O)N3CCN(c4ccc(C)cc4)C(C)C3)c3ccccc3n2)cc1 (configuration not stated) | -10 | 35%[activator] | / | / | -1% | / | /
COc1ccc(NC(=O)CCn2ccn3nc4c(c3c2=O)CCCC4)cc1 | 34 | -2% | ? | 4% | -15% | -10% | -23%
O=C(NCC(c1ccc2c(c1)OCO2)N1CCOCC1)c1ccc(F)cc1 (configuration not stated) | -8 | 52%[activator] | / | / | -12% | / | /
CN(C)C(=O)c1nc2cccnc2n(CCc2ccccc2)c1=O | 3 | 6%[87.6 µM] | 0%[172 µM] | / | -4%[87.6 µM] | -2%[88.5 µM] | 2%[138 µM]

Arranged by count of non-hydrogen atoms (ascending): part of the list above
SMILES | IP6K1 inhibitor | SNCA expr inhib | HEK cytotox | FLuc inh | SNCA viab count | GPT2 inhibitor | 3T3 cytotox
CCn1cc(CN2C[C@@H](CO)[C@H](NC(=O)COC)C2)cn1 | -15 | ? | -8% | 7% | ? | 3% | i
O=C(NCc1ccccc1F)c1nc2sccn2c1-c1ccncc1 | 13 | 4% | ? | / | -7% | 4% | ?
Cc1nc([C@H]2CCN(Cc3ccc(C)c(C)c3)C[C@H]2NC(=O)C2CCOCC2)n[nH]1 | -10 | -7% | -3% | / | 1% | -5% | ?

Screening results deposited in PubChem BioAssay by National Center for Advancing Translational Sciences (NCATS).

No enrichment for hits; any-hit rate near 7.8%.
